From PubChem
rCAG binder – r(CAG) repeat RNA binding | hit rate 1.3% among 370,000 | TO-PRO-1 dye displacement fluorescence | inhibition, % at 3 µM | AID 651821;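 active = inhibition above the plate cutoff, the mean of all test compounds on that plate plus 3 SD, cut at about 35% in these data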;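 note: 0% = DMSO alone and 100% = 100 µM mitoxantrone as full dye displacement; higher means more dye released from RNA so lower well fluorescence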
PG9 Ab binder – PG9 antibody binding by small molecule; TR-FRET gp120-PG9 antibody binding; inhibition, % at 6.7 µM; hit rate 0.43% among 360,000; in the data active = inhibition above about 8.5%
ARFGAP1 inh – rat ARFGAP1 inhibition; Q62848; Arfgap1-stimulated ARF1 GTP hydrolysis, GDP FP detection; inhibition, % at 16.5 µM; hit rate 0.26% among 360,000; AID 651572;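 active = inhibition above a per-plate limit, mean inhibition of low control wells plus 3 SD, cut at about 25% in these data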;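 note: 0% = DMSO wells with enzyme and 100% = wells lacking Arfgap1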
Target sequence (Q62848 1-136 limits assumed): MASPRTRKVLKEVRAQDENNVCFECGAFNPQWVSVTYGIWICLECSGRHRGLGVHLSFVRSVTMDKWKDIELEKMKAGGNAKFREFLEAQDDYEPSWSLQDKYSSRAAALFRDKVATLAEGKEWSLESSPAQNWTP
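Material – truncated rat Arfgap1 GAP domain · Buffer or medium – HEPES-based buffer, pH 7.5 · Reagent – human ARF1(Δ1-17)-GTP substrate · Dosing – 16.5 µM single point, 1.26% DMSO · Schedule – GTP hydrolysis reaction 2 h at 25 °C · Technique – GDP detection by fluorescence polarization · Benchmarks – No-Arfgap1 wells (100%) versus DMSO full-reaction wells (0%) · Repeats – single replicate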
NPR1 activator – GC-A (human) enzyme activation; P16066; hit rate 0.14% among 370,000; HEK293 GC-A cells, cGMP TR-FRET, EC30 ANP; 0% at EC30 ANP, 100% saturating ANP; activation, % at 10 µM; in the data active = activation above about 40%
ASAP1 inh – ASAP1 ArfGAP inhibition; AID 624377; Q9ULH1; ASAP1-stimulated ARF1 GTP hydrolysis, GDP FP detection; inhibition, % at 16.5 µM; hit rate 0.19% among 360,000; in the data active = inhibition above about 25%;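 note: 0% = vehicle with enzyme and substrate and 100% = no enzyme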
SMARCA2 act – activators of SMARCA2 function. activation, % at 9.1 µM. AID 652017. MG213 cells, MMTV-luciferase reporter, dexamethasone, overnight. hit rate 1% among 370,000; in the data active = activation above about 7.8%;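 note: 0% = vehicle wells and 100% = reference activator wells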
NPR2 activator – GC-B (human) receptor activation; hit rate 0.11% among 370,000; activation, % at 10 µM; HEK293-GC-B cells, CNP EC30, cGMP TR-FRET; 0% at EC30 CNP, 100% saturating CNP; AID 1920062; P20594;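 active = activation at 10 µM reaching about 35% in either raw or pattern-adjusted values, limit read from the data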
NR1D1 modulator – modulates human Rev-erb alpha binding to DNA; Rev-erbα–FITC-DNA binding, fluorescence polarization, 90 min; activity, % at 10 µM; hit rate 0.79% among 370,000;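 active = activity above about 14%, limit read from the data; passing the limit was not always enough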;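 note: 0% = DMSO wells with 35 nM protein and 100% = DMSO wells with 750 nM protein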
Target sequence (P20393 whole entry, looked up): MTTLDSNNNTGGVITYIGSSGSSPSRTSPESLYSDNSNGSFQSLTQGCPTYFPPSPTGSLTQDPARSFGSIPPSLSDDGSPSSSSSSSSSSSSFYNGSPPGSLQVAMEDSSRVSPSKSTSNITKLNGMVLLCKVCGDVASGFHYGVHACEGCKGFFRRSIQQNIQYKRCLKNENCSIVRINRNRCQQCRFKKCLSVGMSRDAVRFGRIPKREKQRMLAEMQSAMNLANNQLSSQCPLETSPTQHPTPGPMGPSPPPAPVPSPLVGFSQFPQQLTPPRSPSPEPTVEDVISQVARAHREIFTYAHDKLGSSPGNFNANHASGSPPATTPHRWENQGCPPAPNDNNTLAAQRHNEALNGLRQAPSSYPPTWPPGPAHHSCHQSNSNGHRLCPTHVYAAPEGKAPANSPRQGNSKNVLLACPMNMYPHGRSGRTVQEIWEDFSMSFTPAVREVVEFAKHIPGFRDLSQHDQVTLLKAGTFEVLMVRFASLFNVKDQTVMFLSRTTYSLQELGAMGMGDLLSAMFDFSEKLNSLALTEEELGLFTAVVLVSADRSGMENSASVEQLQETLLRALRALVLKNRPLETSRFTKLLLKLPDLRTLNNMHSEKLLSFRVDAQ
ABHD4 inh – ABHD4 (mouse) inhibition, primary FP screen; hit rate 0.54% among 370,000; purified mABHD4, FP-Rh probe fluorescence polarization; Q8VD66; inhibition, % at 8.92 µM;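 active = inhibition exceeding the mean over every tested compound plus 3 SD, cut at about 30% in these data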;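 note: 0% = plate median of compound wells and 100% = S159A mutant with DMSO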
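System: mouse ABHD4 enzyme, wild type / Medium: HEPES pH 7.0, NaCl, Pluronic buffer / Reagent: FP-Rh activity-based fluorescent probe / Control set: S159A mutant high control, sample median low control / Detection: fluorescence polarization with parallel and perpendicular emission, 525/598 nm / Schedule: 45 min + 60 min at 25 °C / Compound dosing: 8.92 µM, single dose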
HTRA1 inh – HTRA1 (human) protease inhibition; Q92743; recombinant HTRA1, FP-rhodamine activity-based probe, fluorescence polarization; inhibition, % at 5.96 µM; hit rate 0.5% among 340,000; AID 504803; in the data active = inhibition above about 36%;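 note: 0% = enzyme with DMSO and 100% = wells lacking enzyme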
Active calls of the source: *; . = no result given. Compounds were not picked by outcome; overall some 4.4% were active at least once.

Start of the data: the first 14 compounds (preview)
SMILES	rCAG binder	PG9 Ab binder	ARFGAP1 inh	NPR1 activator	ASAP1 inh	SMARCA2 act	NPR2 activator	NR1D1 modulator	ABHD4 inh	HTRA1 inh
CNS(=O)(=O)c1ccc(CNC[C@H]2O[C@@H](n3ccc(N)nc3=O)[C@H](O)[C@@H]2O)cc1	2	-0.7	1	5	-6	-1	-1	1	4	4
C=CCNC(=O)/C(=C\c1ccc([N+](=O)[O-])cc1)NC(C)=O	2	-2.0	0	0	-5	1	-1	8	-2	6
C=CCOC(=O)N1CCC(NS(=O)(=O)c2ccc3c(c2)CCN3C(C)=O)CC1	5	.	.	-6	.	-7	-7	3	-6	.
CCOC(=O)C1CCCN(CC(O)COc2ccccc2C(C)=O)C1 (configuration not stated)	-7	-0.3	12	2	5	3	6	4	7	4
CC(=O)N1CCN(Cc2cc(=O)n3cc(Cl)c(C)c(Cl)c3n2)CC1	-1	-0.5	11	1	-2	-6	5	-5	-4	4
CNc1nc(N)c([N+](=O)[O-])c(Nc2ccccc2)n1	.	.	.	3	.	.	2	-3	-1	.
N#Cc1c(NC(=O)CSc2nc(N)cc(=O)[nH]2)sc2c1CCCC2	19	-1.3	5	-6	-7	-2	-8	-8	2	-9
Cc1cccc(N=Cc2cc3c(cc2[N+](=O)[O-])OCO3)c1	20	-0.6	2	-1	8	-3	1	-1	41*	40*
COc1ccccc1N1CCN(CC(=O)Nc2c(C)n(C)n(-c3ccccc3)c2=O)CC1	-5	-3.5	-6	4	5	-1	-3	3	6	9
CN(Cc1ccccc1)C(=O)c1ccc(NC2=NC3CS(=O)(=O)CC3S2)cc1 (configuration not stated)	2	-0.8	7	4	-2	-2	1	-5	6	-5
CCOCCn1c(=O)c2c(nc3n2CCN3c2ccc(CC)cc2)n(C)c1=O	-3	-2.4	1	-3	-1	-2	13	-1	-1	4
CC(=O)Nc1ccc(S(=O)(=O)NCCc2cn3nc(C)c(C)nc3n2)cc1	9	-1.2	-15	4	-9	-1	-5	2	-4	1
CCc1ccc([C@@H]2CC(=O)[C@@H]3CN(S(=O)(=O)c4ccc(Cl)cc4)[C@H](c4ccc(C)cc4)C[C@@H]3N2S(=O)(=O)c2ccc(C)cc2)cc1	12	-2.1	7	-1	3	-5	-2	6	-4	.
Cc1ccc(NC(=O)COC(=O)c2ccc(=O)n(Cc3ccccc3)n2)cc1F	0	1.5	6	-3	-1	-2	-3	-7	1	-5

The listing, from the first entry:
SMILES	rCAG binder	PG9 Ab binder	ARFGAP1 inh	NPR1 activator	ASAP1 inh	SMARCA2 act	NPR2 activator	NR1D1 modulator	ABHD4 inh	HTRA1 inh
CNS(=O)(=O)c1ccc(CNC[C@H]2O[C@@H](n3ccc(N)nc3=O)[C@H](O)[C@@H]2O)cc1	2	-0.7	1	5	-6	-1	-1	1	4	4
C=CCNC(=O)/C(=C\c1ccc([N+](=O)[O-])cc1)NC(C)=O	2	-2.0	0	0	-5	1	-1	8	-2	6
C=CCOC(=O)N1CCC(NS(=O)(=O)c2ccc3c(c2)CCN3C(C)=O)CC1	5	.	.	-6	.	-7	-7	3	-6	.
CCOC(=O)C1CCCN(CC(O)COc2ccccc2C(C)=O)C1 (configuration not stated)	-7	-0.3	12	2	5	3	6	4	7	4
CC(=O)N1CCN(Cc2cc(=O)n3cc(Cl)c(C)c(Cl)c3n2)CC1	-1	-0.5	11	1	-2	-6	5	-5	-4	4
CNc1nc(N)c([N+](=O)[O-])c(Nc2ccccc2)n1	.	.	.	3	.	.	2	-3	-1	.
N#Cc1c(NC(=O)CSc2nc(N)cc(=O)[nH]2)sc2c1CCCC2	19	-1.3	5	-6	-7	-2	-8	-8	2	-9
Cc1cccc(N=Cc2cc3c(cc2[N+](=O)[O-])OCO3)c1	20	-0.6	2	-1	8	-3	1	-1	41*	40*
COc1ccccc1N1CCN(CC(=O)Nc2c(C)n(C)n(-c3ccccc3)c2=O)CC1	-5	-3.5	-6	4	5	-1	-3	3	6	9
CN(Cc1ccccc1)C(=O)c1ccc(NC2=NC3CS(=O)(=O)CC3S2)cc1 (configuration not stated)	2	-0.8	7	4	-2	-2	1	-5	6	-5
CCOCCn1c(=O)c2c(nc3n2CCN3c2ccc(CC)cc2)n(C)c1=O	-3	-2.4	1	-3	-1	-2	13	-1	-1	4
CC(=O)Nc1ccc(S(=O)(=O)NCCc2cn3nc(C)c(C)nc3n2)cc1	9	-1.2	-15	4	-9	-1	-5	2	-4	1
CCc1ccc([C@@H]2CC(=O)[C@@H]3CN(S(=O)(=O)c4ccc(Cl)cc4)[C@H](c4ccc(C)cc4)C[C@@H]3N2S(=O)(=O)c2ccc(C)cc2)cc1	12	-2.1	7	-1	3	-5	-2	6	-4	.
Cc1ccc(NC(=O)COC(=O)c2ccc(=O)n(Cc3ccccc3)n2)cc1F	0	1.5	6	-3	-1	-2	-3	-7	1	-5
CC(C)N1CCC(C)(C(=O)Nc2ccccc2Oc2ccccc2)C1 (configuration not stated)	-1	-0.2	-4	1	19	-3	-1	-5	8	.
NC(=O)CC(NC(=O)c1ccc(Br)cc1)c1ccc(NC2CCCCCC2)c([N+](=O)[O-])c1 (configuration not stated)	10	1.6	3	1	1	-1	5	-2	6	-7
O=S(Cc1ccc(Cl)cc1)c1ccccc1 (configuration not stated)	-2	-1.4	11	-1	0	3	0	-3	-15	4
COc1cccc(/C=N/NC(=O)CCn2nnc3ccccc32)c1	2	0.3	-9	-1	6	-3	-4	-2	-3	1
CCC(=O)Nc1ccc(-c2cc3ccccc3oc2=O)cc1	0	-0.6	-4	1	4	2	-1	6	-4	2
Cn1ccc2c(-c3cncc4ccccc34)cc3c(c21)C1CCC3C1 (configuration not stated)	2	0.1	32*	1	1	-5	2	4	9	.
CN(Cc1cccs1)C(=O)c1ccc(Cl)c(S(=O)(=O)N2CCCCCC2)c1	1	-0.9	3	6	-4	0	3	-3	-1	-7
CCc1ccc2c(c1)NC(=O)C2(C)Cc1ccc(C(F)(F)F)nc1 (configuration not stated)	0	1.1	12	-10	-5	-4	-7	-8	-2	.
CC1CC(C)CN(C(=O)C(C)N(C)CC(=O)Nc2ccccc2Cl)C1 (configuration not stated)	-9	1.6	2	0	-11	2	-2	3	0	-1
COc1ccc(CN(C(=O)CSc2nnc(-c3ccc(OC)c(OC)c3)o2)c2ccc(F)cc2)cc1	1	0.9	7	-4	3	-2	-3	5	-8	1
O=C(Nc1sc2c(c1C(=O)O)CCCCC2)c1cccs1	36*	0.3	13	0	3	1	-3	-1	2	-2
Going on with the list.
SMILES	rCAG binder	PG9 Ab binder	ARFGAP1 inh	NPR1 activator	ASAP1 inh	SMARCA2 act	NPR2 activator	NR1D1 modulator	ABHD4 inh	HTRA1 inh
COc1cccc(C(O)c2cnc(C(C)C)n2C)c1 (configuration not stated)	-2	1.0	-2	4	-5	-6	-3	-13	-7	5
O=C(OCc1cc(=O)n2ccsc2n1)c1ccc(O)cc1O	2	-0.2	-3	0	-6	0	1	-15	0	1
CC1(C)COC(/C=C/c2cccc([N+](=O)[O-])c2)=N1	-5	-1.0	-11	2	6	3	-1	-4	-1	0
O=C(CSc1nnc(-c2ccccn2)o1)Nc1ccccc1Cl	2	-5.8	5	2	-4	8.0*	-2	-2	3	-6
COc1ccc(N(C)C(=O)Cn2c(=O)oc3ccccc32)c(OC)c1	0	-1.3	3	-1	-5	3	5	-7	-2	2
CC(C)C(c1nnnn1Cc1ccco1)N1CCN(C2CCCC2)CC1 (configuration not stated)	-3	0.7	4	2	7	-2	8	1	-1	4
CC1CC(C)CN(c2nc(N(C)c3ccccc3)nc(N)c2[N+](=O)[O-])C1 (configuration not stated)	-3	1.9	9	5	-4	-5	-5	4	8	-22
O=C(c1ccc(F)cc1)N(Cc1ccco1)C1CCS(=O)(=O)C1 (configuration not stated)	-4	-1.6	3	1	1	-1	3	5	5	1
COC(=O)[C@H](C)NC(=O)Nc1cccc(C)c1	-3	2.7	7	2	7	-2	4	1	-5	8
CCc1nc2ccc(C(=O)NCCOc3ccc(OC)cc3)cn2c1N(C)Cc1ccc(N(C)C)cc1	2	-0.8	14	-3	4	-6	2	-3	-3	.
Cc1onc(-c2ccccc2)c1C(=O)OCc1nnc(-c2ccccc2)o1	-6	-0.4	2	-2	5	-1	-3	-6	-8	-7
Cc1ccc(/C=N\NC(=O)c2cncc(Br)c2)o1	2	-0.7	2	0	-2	3	1	0	29	3
N#C/C(=C\c1ccc(-c2cccc([N+](=O)[O-])c2)o1)C(=O)N1CCOCC1	3	-3.3	4	18	-7	-3	27	1	5	4
COc1cccc(/C=N/NC(=O)CSc2nnc(C)n2-c2ccccc2)c1OC	-7	-0.6	5	-1	-8	0	10	-3	3	-1
CCCCOCCO	1	-1.8	-2	5	5	5	4	-3	2	5
C/C(CC(=O)Nc1ccc(C)c(Cl)c1)=N\NC(=O)c1ccco1	8	-0.7	-3	0	15	7	-6	-3	-12	1
